Bioassay records: PubChem, several laboratories
RPL19A-GFP yeast: modulators of TOR pathway RPL19A-GFP in S. cerevisiae; S. cerevisiae RPL19A-GFP strain, flow cytometry, 3 h; stronger effect = lower value; percent response vs DMSO, % at 10 µM; 0.3% of 330,000 active;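 active means percent response vs DMSO below 50%; inconclusive means fewer than 70 events counted for the yeast strain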;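 further: median channel GFP fluorescence of the barcoded RPL19A-GFP strain; ratio of sample median GFP to plate DMSO average so 100% = DMSO; lower means less RPL19A-GFP as with rapamycin TOR inhibition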
AGP1 TOR yeast: alters AGP1-GFP fluorescence in TOR pathway yeast screen; 0.02% of 320,000 active; GFP response vs DMSO, % at 10 µM; S. cerevisiae AGP1-GFP multiplex flow cytometry, 3 h; GFP as percent of DMSO wells;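 active means GFP response relative to DMSO above a set limit, near screen average plus 3 SD, cut at about 150% in these data; inconclusive means fewer than 70 cells counted for the yeast strain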;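 further: median GFP channel fluorescence of the gated AGP1 strain per well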
LAP4-GFP MLPCN: modulators of TOR pathway LAP4-GFP in S. cerevisiae; AID 2023; 0.34% of 320,000 active; S. cerevisiae LAP4-GFP multiplex, flow cytometry GFP, 3 h; median GFP as percent of DMSO wells; GFP response vs DMSO, % at 10 µM;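 active means GFP response vs DMSO above a set limit, about the screen mean plus 3 SD, cut at about 150% in these data; inconclusive means under 70 cell events counted for the yeast strain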
GRK2 aptamer HTS: blocks RNA aptamer binding to human GRK2; P25098; inhibition of aptamer binding, % at 10 µM; 0.59% of 330,000 active; bead flow cytometry, FAM-aptamer displacement from GRK2;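 active means inhibition of aptamer binding above 40%, roughly 3 SD of noise, on plates passing a quality check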;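 further: median bead fluorescence of bound FAM aptamer so fluorescent compounds give negative values; no value below 0 was filed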
Target sequence (P25098 whole entry, looked up): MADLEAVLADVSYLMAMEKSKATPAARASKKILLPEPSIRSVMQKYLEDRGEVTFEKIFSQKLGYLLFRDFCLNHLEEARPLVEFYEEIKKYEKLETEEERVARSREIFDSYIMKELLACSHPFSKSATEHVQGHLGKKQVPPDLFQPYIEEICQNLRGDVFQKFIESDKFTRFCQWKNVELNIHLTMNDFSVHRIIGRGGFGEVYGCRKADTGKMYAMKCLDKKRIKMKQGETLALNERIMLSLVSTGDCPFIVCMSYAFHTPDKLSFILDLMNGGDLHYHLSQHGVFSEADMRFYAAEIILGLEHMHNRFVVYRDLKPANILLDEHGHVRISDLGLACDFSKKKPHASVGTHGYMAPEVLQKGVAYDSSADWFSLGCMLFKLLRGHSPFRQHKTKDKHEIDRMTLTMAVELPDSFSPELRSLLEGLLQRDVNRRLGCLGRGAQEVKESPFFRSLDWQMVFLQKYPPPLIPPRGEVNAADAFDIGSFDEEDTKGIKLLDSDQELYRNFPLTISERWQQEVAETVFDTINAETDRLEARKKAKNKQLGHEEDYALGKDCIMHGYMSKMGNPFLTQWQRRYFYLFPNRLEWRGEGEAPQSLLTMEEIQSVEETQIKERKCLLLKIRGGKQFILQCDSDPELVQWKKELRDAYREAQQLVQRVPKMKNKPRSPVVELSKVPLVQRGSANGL
CIT2 TOR yeast: alters CIT2-GFP fluorescence in TOR pathway yeast screen; S. cerevisiae CIT2-GFP strain, flow cytometry, 3 h; 100 means same as DMSO wells; GFP response vs DMSO, % at 10 µM; 0.065% of 320,000 active;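 active means GFP response relative to DMSO above a set limit, near the screen mean plus 3 SD, cut at about 150% in these data; inconclusive means Fewer than 70 cells measured for a yeast strain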;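 further: ratio of well median GFP fluorescence to mean of DMSO wells on the plate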
JMJD2C inh: human JMJD2C demethylase inhibition; GST-JMJD2C(1-420) H3K9me3 demethylation, DELFIA europium; inhibition, % at 2.35 µM; 0.069% of 330,000 active;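 active means more than half of a compound's replicate wells show inhibition beyond 50%, single wells judged on their own value; inconclusive means some, but no more than half, of replicates pass 50% inhibition; inactive means no replicate passes 50% inhibition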;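 further: signal counts dimethyl H3K9 product captured on neutravidin plate; 0% = median of DMSO wells and 100% = 0.3 times that DMSO median; strong numbers were not always called active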
VLA-4 inh: inhibition in a human VLA-4 binding assay; inhibition, % (about 7 µM as worked out from the volumes in the protocol); 0.2% of 330,000 active; VLA-4 expressing cells, ligand binding flow cytometry; P13612; AID 2557; in the data active means inhibition above about 50%
MEP2 TOR yeast: alters MEP2-GFP fluorescence in TOR pathway yeast screen. GFP response vs DMSO, % at 10 µM. S. cerevisiae MEP2-GFP strain, flow cytometry GFP, 3 h; 100% = DMSO control level. 0.51% of 330,000 active. AID 2016;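 active means GFP response versus DMSO above a set limit, roughly screen mean plus 3 SD, cut at about 180% in these data; inconclusive means fewer than 70 cells counted for a yeast strain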;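 further: median GFP fluorescence of the barcode-gated MEP2-GFP cells per well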
* hit, by the source's call; u = inconclusive; x = not tested or not shown; & = joins results of further samples.

No.	CIT2 TOR yeast	VLA-4 inh	JMJD2C inh	LAP4-GFP MLPCN	MEP2 TOR yeast	AGP1 TOR yeast	GRK2 aptamer HTS	RPL19A-GFP yeast	Compound
1	88	10	-7	89	97	99	0	101	O=C(CSc1nncs1)NC(=O)Nc1ccc2c(c1)OCCO2
2	116	10	4	139	107	x	0	100	CCOc1ccc(C(=O)CCN2CCCCCC2)cc1
3	96	33	1	97	95	96	0	94	c1ccc(Cn2nnnc2C(c2cccnc2)N2CCN(c3ccccc3)CC2)cc1 (stereo unspecified)
4	99	-3	2	81	106	101	0	116	COC(=O)NN=C1CCC(c2ccccc2)CC1 (stereo unspecified)
5	92	4	7	97	89	94	0	94	COC(=O)c1ccc(-c2nc(-c3ccc(Br)o3)no2)cc1
6	99	0	-9	90	94	94	2	93	O=C(CSc1n[nH]c(-c2ccc(S(=O)(=O)NC3CCCCC3)cc2)n1)N1CCCC1
7	102	10	-23&-3	106	102	103	2	97	O=C(c1ccco1)N1CCN(C(=O)C2Cc3ccccc3CN2S(=O)(=O)c2ccc(F)cc2)CC1 (stereo unspecified)
8	112	-5	-7	98	102	109	2	105	CCN(CC)S(=O)(=O)c1ccc(NS(=O)(=O)c2cccc(C)c2)cc1
9	101	3	3	101	108	106	0	105	Clc1ccc(OCCCN2CCCC2)cc1Cl
10	100	-5	9	94	98	96	2	96	COC1(OC)N=C(N)C2(C#N)C(c3ccc(F)cc3)C12C#N (stereo unspecified)
11	107	19	-4	104	114	97	5	102	Cc1nc(-c2ccc(NC(=O)CC(C)C)cc2)cs1
12	90	15	-2	110	108	96	0	105	Clc1ccccc1C1Nc2cccc3cccc(c23)N1
13	92	0	7	104	110	97	4	94	CCc1cc2c(SC(C)C(=O)NC3CCCC3)ncnc2s1 (stereo unspecified)
14	97	8	-5	88	93	98	0	102	COc1ccccc1C(=O)Nc1ccnn1C1CCN(Cc2cc(C)c(C)cc2C)CC1
15	92	7	-9	84	81	88	2	90	CCOC(=O)N1CCN(C(=O)C2CCN(C(=O)c3ccc(C(C)(C)C)cc3)CC2)CC1
16	99	12	-7	95	101	101	0	101	CCOC(=O)C1CCN(S(=O)(=O)c2ccc3c(c2)CC(=O)N3C)CC1
17	108	21	1	80	99	93	0	120	O=C(N/N=C/c1cccc(OC(=O)c2cccc(Br)c2)c1)c1cccnc1
18	102	12	10	95	99	108	4	107	Cn1c(C(=O)N2CCC(C(N)=O)CC2)cc2cc(Cl)ccc21
19	108	-17	0	100	104	100	2	98	O=C(CSC1=NS(=O)(=O)c2cc(F)ccc2N1)NCCc1ccccc1
20	101	-8	5	93	106	89	0	96	COc1ccc(S(=O)(=O)N2CCN(C(=O)C3CCCCC3)CC2)cc1
21	94	-21	-1	106	114	102	1	113	CN(C)c1ccc(-c2noc(C3CCN(S(=O)(=O)c4ccc(C(=O)O)cc4)CC3)n2)cc1
22	104	7	22	109	99	105	2	94	COc1ccc(NC(=O)CSc2nc(=O)n(CCN(C)C)c3c2CCCC3)cc1
23	82	-7	0	85	91	83	0	95	O=S(=O)(NCCc1cccs1)c1ccc(Br)cc1
24	112	8	-23	96	107	101	0	106	COc1cccc(C2C([N+](=O)[O-])=C(N)Oc3cc(C)oc(=O)c32)c1 (stereo unspecified)
25	115	-2	4	93	108	106	0	104	CCOc1cc(/C=N/Nc2nc(=O)[nH]nc2C)ccc1O
26	113	-6	5	99	105	106	0	101	O=C(Nc1cccc(S(=O)(=O)N2CCCC2)c1)c1cncc(Br)c1
27	98	0	94	105	106	96	1	99	CCOc1ccc(S(=O)(=O)Nc2ccccc2C(=O)Nc2ccccc2N2CCOCC2)cc1
28	x	-2	1	88	115	98	2	109	Cc1ccccc1CCNC(=O)C1CCC(=O)N(C2CCCCCC2)C1 (stereo unspecified)
29	101	-2	1	96	100	103	0	101	Cc1cccc(NC(=O)CSc2c3c(nc4ccccc24)CCC3)n1
30	110	14	-1	138	104	112	0	101	O=C(NCCN1CCOCC1)C(Sc1ccccc1)c1ccccc1 (stereo unspecified)

Carrying on:
No.	CIT2 TOR yeast	VLA-4 inh	JMJD2C inh	LAP4-GFP MLPCN	MEP2 TOR yeast	AGP1 TOR yeast	GRK2 aptamer HTS	RPL19A-GFP yeast	Compound
31	107	2	-8	102	114	111	1	106	C=CCC1(CC=C)CCCN1C(=O)c1cc(COc2cccc(OC)c2)on1
32	93	-21	6	114	91	86	0	101	CCOC(=O)C1C(O)=CC(=O)CC1c1ccccc1 (stereo unspecified)
33	97	5	0	113	107	103	3	99	COc1ccc(N2CCN(Cc3nc(Cc4cccc(F)c4)no3)C(C)C2)cc1 (stereo unspecified)
34	95	7	0	101	100	99	4	99	CCOc1ccc(NCc2nnc(SCC(=O)Nc3cc(C)on3)n2-c2ccc(OC)cc2)cc1
35	83	12	13	100	93	89	2	94	O=C(Nc1cc(S(=O)(=O)N2CCCCC2)ccc1Oc1ccccc1)C1=COCCO1
36	93	0	10	109	102	109	0	100	CC(OC(=O)CCCc1nc2ccccc2s1)C(=O)NC(N)=O (stereo unspecified)
37	94	5	3	105	97	103	1	98	Cc1cc(C(=O)COC(=O)c2ccc(F)cc2F)c(C)n1C1CC1
38	85	27	10	u	84	94	2	90	CCn1cnc2c1c(=O)n(CC(=O)Nc1ccc3c(c1)OC(F)(F)O3)c(=O)n2Cc1ccccc1
39	105	11	9	97	101	97	0	97	CCCC(=O)n1nc(-c2ccc(OC)cc2)nc1N
40	101	27	11	97	103	104	3	100	O=C(Cc1ccccc1)Nc1ncccn1
41	102	8	-2	100	97	100	0	95	Cc1[nH]n(-c2ccc([N+](=O)[O-])cc2)c(=O)c1/C=N/N1CCOCC1
42	110	-2	-4	106	101	113	0	100	O=C(NC1CCCN(Cc2ccc(Cl)cc2)C1)c1cccc(N2CCCC2=O)c1 (stereo unspecified)
43	98	6	76	99	104	99	0	102	COc1cc(NC(=O)c2ccc(-c3csc(C)n3)cc2)c(OC)cc1Cl
44	96	3	10	98	91	101	0	95	COc1ccc(S(=O)(=O)Nc2ccc(NC(C)=O)cc2)cc1[N+](=O)[O-]
45	87	15	-8	88	91	93	0	93	COc1ccc(C(CNC(=O)c2cc(S(=O)(=O)N3CCN(c4ccccc4)CC3)ccc2Cl)N(C)C)cc1 (stereo unspecified)
46	86	3	-3	82	101	94	2	94	CC(=O)c1ccc(NC(=O)/C(=C\c2ccco2)NC(=O)c2ccco2)cc1
47	102	0	5	97	92	99	2	94	COc1ccc(C2c3ccc(O)cc3Oc3ncn4nc(-c5ccncc5)nc4c32)cc1OC (stereo unspecified)
48	101	13	12	104	110	104	8	102	COc1ccc(NC(=O)CCNS(=O)(=O)c2cccc3nonc23)cc1
49	97	-4	-1	99	91	101	0	98	Cc1ccc(CNCCCSc2ncccn2)cc1
50	103	-13	0	103	97	105	0	107	O=C(CSc1ncccn1)N/N=C/c1ccc(OC2CSC2)cc1
51	107	-14	17	108	108	115	2	102	O=C(CCN1C(=O)C2C3CCC(C3)C2C1=O)OCC(=O)c1cccc([N+](=O)[O-])c1 (stereo unspecified)
52	101	3	8	103	105	99	0	98	Cc1nn(C)cc1C(=O)Nc1cc(Oc2ccc(Cl)cc2)cc([N+](=O)[O-])c1
53	98	-14	-20	97	96	97	0	100	Cn1c2c(c(=O)n(C)c1=O)C(c1ccccc1OC(F)F)C1=C(CCCC1=O)N2 (stereo unspecified)
54	103	5	-2	99	93	100	18	105	CCCCC(=O)OCc1c(-c2cccc(OC)c2)ncc2ccccc12
55	85	11	-12	110	100	89	0	93	CCc1cccc(NC(=O)c2cnn(-c3ccccc3)c2C)c1
56	101	10	-4	87	97	101	2	102	CC(=O)Oc1ccc(C2(C)CC(C)(C)Oc3cc(OC(C)=O)ccc32)c(OC(C)=O)c1 (stereo unspecified)
57	101	-5	46	114	109	105	0	101	CC(=O)Nc1ccc2nc(CN3CCC(CO)(CCc4ccccc4)CC3)ccc2c1
58	99	9	-2	90	101	90	0	90	Cc1cc(C)n(-c2nc3c(c(=O)[nH]c(=O)n3C)n2CC(O)c2ccccc2)n1 (stereo unspecified)
59	106	0	8	98	103	104	0	100	Cc1ccc(S(=O)(=O)N/N=C/c2cn(C)nc2C)cc1
60	100	6	-1	111	102	110	5	97	COc1c(C=O)c(CCN(C)C(=O)c2ccc(F)cc2)cc2c1OCO2

Next section.
No.	CIT2 TOR yeast	VLA-4 inh	JMJD2C inh	LAP4-GFP MLPCN	MEP2 TOR yeast	AGP1 TOR yeast	GRK2 aptamer HTS	RPL19A-GFP yeast	Compound
61	94	17	2	95	99	99	11	99	Cc1ccc2c(c1)C1NC(=S)NC(C)(O2)C1C(=O)Nc1ccc(Cl)cc1 (stereo unspecified)
62	108	16	20	100	100	96	2	109	Cc1c(O)c(CN(C)C)cc2c1oc(=O)c1ccccc12
63	103	25	-1	105	108	109	1	x	COc1ccc(NC(=O)COC(=O)Cn2c(C)nc3ccccc32)cc1OC
64	88	20	0	92	97	99	2	99	CCOC(=O)c1ccc(CNC(=O)CCC(=O)O)cc1
65	85	10	30	117	96	96	2	105	COc1ccc(N/C(=C2\CCCC2=O)C2CCCCC2)cc1
66	94	27	-25	105	92	97	0	93	Cn1nccc1NC(=O)Nc1cccc([N+](=O)[O-])c1
67	101	4	7	99	99	101	0	96	COc1cc(OC)cc(C(=O)N[C@H](C(=O)OCC(=O)c2ccc3c(c2)NC(=O)CO3)C(C)C)c1
68	90	3	0	82	83	75	2	92	CCC(C)NC(=O)CN1C(=O)c2cccc3cccc1c23 (stereo unspecified)
69	113	-3	0	104	103	111	1	104	COc1ccc(-c2cc(C(=O)NCc3ccccc3)no2)cc1OC
70	89	0	-5	112	92	90	0	95	CCOC(=O)c1sc(NC(=O)CCN2CCC(C)CC2)c(C(=O)OCC)c1C
71	100	-291	-1	102	98	109	0	98	N#Cc1ccccc1Cn1cc(/C=N/Nc2ccc([N+](=O)[O-])cn2)c2ccccc21
72	89	-2	0	105	96	99	0	95	CN(CC(=O)Nc1c(Cl)cccc1Cl)C(=O)C1=COCCO1
73	108	5	-5	99	113	103	0	106	CCOC(=O)C1CCN(C(=O)Nc2ccc(Cl)cc2Cl)CC1
74	98	9	2	95	109	97	1	103	CCN(CC)S(=O)(=O)c1ccc(NC(=O)CCNC(=O)c2ccccc2)cc1
75	102	5	-10	99	104	105	0	101	Cc1cc(C)nc(NS(=O)(=O)c2ccc(NC(=O)c3ccco3)cc2)n1
76	93	-1	6	125	109	98	0	103	COCCN1Cc2cccc(C(=O)Nc3cccc(OC)c3)c2C1=O
77	103	-5	1	91	99	95	1	98	Cc1cccc2[nH]c(CN(C)Cc3nc(CC4CC4)no3)nc12
78	106	-8	6	96	105	107	6	105	O=C(CCN1C(=O)c2ccc([N+](=O)[O-])cc2C1=O)Nc1cccc(O)c1
79	103	6	-12	104	118	104	0	108	c1ccc(CNc2nc(NCc3ccco3)nc(N3CCOCC3)n2)cc1
80	104	12	9	99	105	101	0	100	O=C(c1ccc(F)cc1)N(Cc1cccs1)C1CCS(=O)(=O)C1 (stereo unspecified)
81	98	-6	6	96	99	102	2	101	O=C(O)CSCC(=O)Nc1cc(C(F)(F)F)ccc1Cl
82	98	4	-7	109	111	99	3	99	Cc1c(Cl)ccc(S(=O)(=O)NCCN2CCOCC2)c1Cl
